mIDH1 inhibitor = blocks human mutant IDH1 R132H enzyme. IDH1-R132H enzyme, NADPH consumption, diaphorase/resazurin fluorescence. 390,000 compounds, 0.093% hits. Potency, µM (series often up to 76.6 µM), without a hit: top-dose activity change, negative = inhibition, usual class: inhibitors. O75874; note: potency is the fitted concentration of half-maximal effect; % is set by controls: 0 for no effect and ±100 for the full control effect; nearly all actives have a fitted effect of over 65% in size
Target sequence (O75874 whole entry R132H, stated change not applied): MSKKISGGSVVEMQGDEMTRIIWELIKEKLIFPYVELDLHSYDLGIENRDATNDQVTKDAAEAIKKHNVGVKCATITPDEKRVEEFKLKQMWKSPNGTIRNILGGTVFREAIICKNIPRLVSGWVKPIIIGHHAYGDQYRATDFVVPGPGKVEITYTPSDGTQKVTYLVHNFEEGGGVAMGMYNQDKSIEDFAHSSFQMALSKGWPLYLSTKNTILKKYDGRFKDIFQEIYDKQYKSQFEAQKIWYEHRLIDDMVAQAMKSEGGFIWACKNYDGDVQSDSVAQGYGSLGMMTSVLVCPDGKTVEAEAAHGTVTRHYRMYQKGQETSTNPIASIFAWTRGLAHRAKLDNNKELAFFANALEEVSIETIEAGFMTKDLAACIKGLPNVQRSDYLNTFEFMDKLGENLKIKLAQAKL
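IDH1-R132H (0.5 ug/mL) preincubated 30 min with compound, then NADPH (0.016 mM) and alpha-KG (2 mM) added; 80 min at RT, pH 7.5. Remaining NADPH coupled via diaphorase/resazurin to fluorescence (540/590 nm); concentration-response curves normalized to no-enzyme control.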
D2 ag = activates the human D2 dopamine receptor. AID 485358. activation, % at 2 µM. 340,000 compounds, 0.53% hits. HEK293 T-REx D2 cells, calcium flux agonist mode;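 active = activation over 3 SD above normal in the single-dose calcium agonist read, cut at about 30% in these data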; note: 0% is about no effect
Target sequence (P14416 whole entry, looked up): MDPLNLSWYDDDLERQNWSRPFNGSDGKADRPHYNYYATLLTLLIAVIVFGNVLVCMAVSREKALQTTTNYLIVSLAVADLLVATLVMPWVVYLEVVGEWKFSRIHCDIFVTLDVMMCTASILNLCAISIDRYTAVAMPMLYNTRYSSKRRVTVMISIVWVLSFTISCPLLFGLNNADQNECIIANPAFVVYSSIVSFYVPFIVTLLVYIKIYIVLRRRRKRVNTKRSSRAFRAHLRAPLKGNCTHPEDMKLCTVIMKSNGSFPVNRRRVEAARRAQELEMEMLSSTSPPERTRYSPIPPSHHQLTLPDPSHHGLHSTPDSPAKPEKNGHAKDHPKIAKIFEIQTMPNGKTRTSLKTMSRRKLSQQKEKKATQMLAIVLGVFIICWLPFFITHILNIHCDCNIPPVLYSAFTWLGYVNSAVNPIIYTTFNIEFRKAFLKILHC
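In this primary screen, compounds producing a positive calcium signal within 180 s of addition to tetracycline-induced, force-coupled HEK293 Trex D2 cells are flagged; cells are dye-loaded with a no-wash calcium kit beforehand.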
D2 antagonist = antagonists of human D2 dopamine receptor. HEK293 TREx D2 cells, calcium flux, dopamine EC80. P14416. inhibition, % at 10 µM. 340,000 compounds, 2% hits; in the data active = inhibition above about 30%; note: 0% is about no effect
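Tetracycline-induced HEK293 T-REx cells expressing D2 force-coupled to calcium signalling were dye-loaded, exposed to compound for 180 s, then challenged with an EC80 of dopamine; calcium flux was followed kinetically for a further 180 s.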
USP1 inh = USP1/UAF1 (human) deubiquitinase inhibition. Potency, µM (doses to about 57.1 µM), inactives show at the top dose activity change, negative = inhibition, most hits filed as inhibitors. O94782. 390,000 compounds, 0.23% hits. recombinant USP1/UAF1, Ub-Rhodamine cleavage fluorescence; note: potency is the fitted concentration of half-maximal effect; % is set by controls: 0 for no effect and ±100 for the full control effect; nearly all actives have a fitted effect of over 60% in size; inactives centre near -12
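1 nM enzyme complex + cpd, 15 min RT; start with Ub-Rho 150nM final; kinetic fluorescence ex 480/em 540, 6 reads q60 s. Buffer 50mM HEPES pH 7.8, 0.5mM EDTA, 0.1 mg/ml BSA, 1mM TCEP, 0.01% Tween-20.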
TrxR1 substrate = rat thioredoxin reductase 1 substrate activity. O89049. purified TrxR1 substrate turnover, NADPH consumption readout. Potency, µM (series often up to 114 µM), without a hit: top-dose activity change, negative = substrate turnover. 390,000 compounds, 0.01% hits. AID 588456; note: potency is the fitted concentration of half-maximal effect; % is set by controls: 0 for no effect and ±100 for the full control effect; nearly all actives have a fitted effect of over 50% in size
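Rat TrxR1, dispensed at 90 nM, was prereduced with 400 uM NADPH (final) for 5 min at ~22 deg C, then incubated with compound 15 min before 400 uM selenite. A first-read NADPH fluorescence drop versus no-compound background flagged substrates.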
TRHR PAM = allosterically enhances the human TRH receptor; enhancement, % at 2 µM; P34981; TRHR cells, fluo-8 calcium fluorescence, EC20 TRH enhancement; 360,000 compounds, 0.66% hits; in the data active = enhancement above about 30%; note: 0% is about no effect
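Enhancer read-out: after compound pinning and an initial kinetic agonist-mode read, an EC20 of TRH (10 nM final) was injected and fluo-8 calcium signal (Ex 480/Em 530) followed at 1 s/cycle for 100 cycles in TRHR-expressing cells.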
TRHR ag = activates the human TRH receptor | TRHR cells, calcium flux fluo-8, FDSS agonist mode | P34981 | activation, % at 2 µM | 360,000 compounds, 0.18% hits; in the data active = activation above about 30%; note: 0% is about no effect
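In this calcium-flux screen, cells bearing human TRHR are dye-loaded with fluo-8, baselined for 10 cycles, then exposed to library compounds; positive kinetic calcium responses during the agonist phase mark hits, with TRH as control.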
PI4K2A inh = blocks human PI4K2A kinase activity; 420,000 compounds, 0.13% hits; activity change, negative = inhibition, % at 76.9 µM; purified PI4K2A, ADP-Glo luminescence, 1 h; active compounds read low; AID 1346378; Q9BTU6; in the data active = activity change below about -50%; inconclusive = mostly about -30% to -49%;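 note: -100% = wells without enzyme as full effect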
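PI4K2A activity was measured by ADP-Glo luminescence: enzyme (4 ug/mL stock) and phosphatidylinositol (1.2 mM stock) in Tris pH 7.5/MgCl2/EGTA/Triton X-100 buffer were reacted with ATP (300 microM stock) for one hour at ambient temperature.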
TrxR1 inh = rat TrxR1 inhibition | O89049 | recombinant rTrxR1, NADPH fluorescence consumption, selenite substrate | Potency, µM (titrated, usually from 114 µM), inactives show top-dose activity change, negative = inhibition, most hits filed as inhibitors | 390,000 compounds, 1% hits | AID 588453; note: potency is the fitted concentration of half-maximal effect; % is set by controls: 0 for no effect and ±100 for the full control effect; nearly all actives have a fitted effect of over 65% in size
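Rat TrxR1 (90 nM in the dispensed reagent) was pre-reduced with 400 uM NADPH for 5 min at room temperature, then incubated with compound for 15 min. After 400 uM selenite was added, NADPH fluorescence (Ex 340/Em 450 nm) was followed for 8 min.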
The depositor's hits bear a star; ? = inconclusive; . = not tested or not shown; & = joins results of further samples; ! = repeats disagree; [ ] = remark or other dose. Unless noted, calls come from the whole dose curve; as a rule, active = well fitted inhibition curve with a large enough effect; inconclusive = small, poorly fitted or top-dose-only effect; inactive = no such curve, though single readings can be large or run the other way. Rows are unselected. Share with any hit: about 3.9%.

SMILES | mIDH1 inhibitor | D2 ag | D2 antagonist | USP1 inh | TrxR1 substrate | TRHR PAM | TRHR ag | PI4K2A inh | TrxR1 inh
c1ccc(Nc2ncnc3[nH]ncc23)cc1 | 0% | 0.1 | 13 | -6% | -6% | 5 | 0.0 | 2 | 14%
C=CCNC(=O)c1nc2ccccc2s1 | 3% | -2.1 | -7 | -20% | 4%[57.1 µM] | 9 | -0.4 | -3 | -4%[57.1 µM]
Cc1cccc(N2C(=O)/C(=C/c3cccnc3)SC2=S)c1 | 0% | 6.0 | 7 | -21% | 0% | 3 | 0.7 | 4 | 15%
O=S(=O)(c1ccc(SCc2ccc(Br)cc2)nc1)N1CCCCC1 | -2% | 3.4 | -3 | 3% | -1% | -10 | 4.6 | -8 | -6%
O=C(NC(=S)Nc1cc(C(F)(F)F)ccc1Cl)c1ccccc1 | -3% | 0.4 | -14 | -4% | -3% | 9 | -0.5 | 1 | -5%
c1cc2c(cc1C1CCCN1)OCCCO2 (configuration not stated) | 2% | 0.6 | 3 | 0% | 4% | 7 | 0.2 | -7 | 45µM*
COC(=O)CSc1nnc(NC(=O)CCc2ccccc2)s1 | -9% | 0.2 | 12 | 4% | -10% | -1 | -0.6 | -4 | -5%
Cc1cc(C)cc(N(CC(=O)Nc2ccc(C(F)(F)F)cc2)S(=O)(=O)c2c(C)[nH]c(=O)[nH]c2=O)c1 | 10µM*! | 0.0&-0.4 | -11 | -5%&-14% | -14%&-3% | -3&16 | 0.3&0.1 | -7&2 | -13%&9%
CC(=O)NCCc1nc2ccccc2n1Cc1ccc(Cl)cc1 | -4% | 0.5 | 9 | -12% | -9% | 1 | 1.5 | -1 | 4%
CCCc1cc(N2CCCC(C(=O)Nc3ccc(OC)cc3OC)C2)n2ncnc2n1 (configuration not stated) | 8% | 2.1 | 3 | -17% | 0% | 0 | -0.5 | 1 | 6%
O=C(CSc1nc2ccccc2s1)Nc1ccc2c(c1)OCO2 | 2% | -1.4 | -12 | -4% | 3% | 2 | -0.2 | -1 | 14%
CC[C@@H]1[C@H]2CCCC(=O)N3CC[C@@H](C[C@@H]1OC(=O)Nc1ccccc1)[C@@H]23 | 2% | 0.4 | 21 | -10% | 4%&0% | -2 | -0.2 | 4 | 32%&16%
N#CCC(=O)Nc1ccc(C(=O)OCC(=O)c2c[nH]c3ccccc23)cc1 | -5% | . | . | -15% | -4% | . | . | -4 | 12%
CCOC(=O)C1CCN(C(c2cccc(OC)c2)c2sc3nc(C)nn3c2O)CC1 (configuration not stated) | 5% | 1.1 | 5 | 1% | 7%[57.1 µM] | 3 | 0.5 | 8 | 20%[57.1 µM]
COc1ccccc1C(C)NCC(=O)Nc1c(F)cccc1F (configuration not stated) | 5% | -0.6 | 24 | -15% | -16%[57.1 µM] | -6 | -0.6 | 5 | 6%[57.1 µM]
O=C(Nc1ncc(Cc2cccc(Cl)c2Cl)s1)C1CCCO1 (configuration not stated) | 3% | 0.9 | 11 | -18% | 11% | -2 | 0.2 | -2 | 23%
CCCSc1nnc(NC(=O)Cc2ccc(OC)c(OC)c2)s1 | -2% | -1.2 | -8 | -22% | 2%[57.1 µM] | 2 | 0.1 | -8 | 22%[57.1 µM]
CC(C)NC(=O)c1ccc(Cn2c(SCc3ccc(F)cc3)nc3cccnc32)cc1 | -5% | 0.7 | . | 5% | -1% | 13 | -0.5 | -9 | 1%
Cc1ccsc1/C=N/n1c(COc2ccccc2)n[nH]c1=S | 3% | -1.2 | 3 | -16% | 9%[57.1 µM] | 1 | -0.4 | -3 | -9%[57.1 µM]
COc1ccc(N(C(=O)c2ccn[nH]2)C(C(=O)NC2CCCC2)c2ccc(F)cc2)cc1 (configuration not stated) | -2% | 0.2 | 9 | -6% | -3% | 4 | 0.1 | 1 | 8%
CN1C(=O)/C(=C/c2ccc(OCc3ccc(C(=O)O)cc3)c(Cl)c2)NC1=S | -3% | 0.4 | 8 | -12% | -10% | -3 | 0.4 | -2 | 2%[57.1 µM]
O=C(NCCCN1CCOCC1)c1cccc(S(=O)(=O)Nc2ccccc2Cl)c1 | 1% | 0.9 | 7 | 2% | -4% | 15 | -0.2 | -6 | 2%
O=C(N/N=C/c1ccc(OCC(=O)N2CCCCC2)cc1)c1ccccc1O | 1% | . | . | -4% | -9% | -3 | 0.3 | 4 | -2%
O=C(CSC1=NS(=O)(=O)c2cc(F)ccc2N1)Nc1ccc(F)cc1 | -4% | -0.2 | -1 | -9% | -5% | -1 | 0.0 | 5 | -1%
O=C(CNC(=O)N1CC(=O)Nc2ccccc21)Nc1ccccc1F | 2% | -0.5 | -11 | -23% | 3% | 2 | -0.5 | -6 | 13%

Molecules from the list above that have a CF3 group (two):
SMILES | mIDH1 inhibitor | D2 ag | D2 antagonist | USP1 inh | TrxR1 substrate | TRHR PAM | TRHR ag | PI4K2A inh | TrxR1 inh
O=C(NC(=S)Nc1cc(C(F)(F)F)ccc1Cl)c1ccccc1 | -3% | 0.4 | -14 | -4% | -3% | 9 | -0.5 | 1 | -5%
Cc1cc(C)cc(N(CC(=O)Nc2ccc(C(F)(F)F)cc2)S(=O)(=O)c2c(C)[nH]c(=O)[nH]c2=O)c1 | 10µM*! | 0.0&-0.4 | -11 | -5%&-14% | -14%&-3% | -3&16 | 0.3&0.1 | -7&2 | -13%&9%

Quoted from the listing.
In PI4K2A inh, O=S(=O)(c1ccc(SCc2ccc(Br)cc2)nc1)N1CCCCC1 reads -8
In mIDH1 inhibitor, O=C(CSc1nc2ccccc2s1)Nc1ccc2c(c1)OCO2 reads 2%

Next part.
SMILES | mIDH1 inhibitor | D2 ag | D2 antagonist | USP1 inh | TrxR1 substrate | TRHR PAM | TRHR ag | PI4K2A inh | TrxR1 inh
Cc1ccc(CNC(=O)CSc2ccc(-c3ccco3)nn2)cc1 | 3% | . | . | -4% | -12% | 7 | 0.2 | -2 | ?
Cc1oc2c(CN3CCCCC3C)c(O)ccc2c(=O)c1-c1ccccc1 (configuration not stated) | 27% | -1.4 | -12 | -4% | 198%[activator] | 3 | -0.9 | 1 | -10%
COc1ccc(CCNC(=O)c2ccc(NS(=O)(=O)c3ccc4[nH]c(=O)[nH]c4c3)cc2)cc1 | 0% | -0.6 | -8 | -27% | -6% | -5 | -0.3 | -2 | -13%
CCOC(=O)c1c(C)nc2ccc(Cl)cc2c1-c1ccccc1 | 6% | 4.1 | -4 | -23% | 4%[57.1 µM] | 3 | 0.0 | -4 | 1%[57.1 µM]
O=C(C[C@H]1C[C@H](C(=O)N2CCCCC2)[C@@]2(CCc3ccccc3)c3[nH]c4ccc(Cl)cc4c3CCN2C1=O)NCc1ccco1 | 0% | . | . | ? | -2% | . | . | -1 | 14%
O=C(O)CCc1ccc(-c2ccccc2)n1-c1cccc(C(=O)O)c1 | 4% | 0.1 | 1 | -6% | 3% | 11 | 0.2 | -3 | 45µM*
CCOC(=O)C1=C(C)Nc2nc(=S)[nH]n2C1c1ccc(Cl)cc1 (configuration not stated) | -16% | . | . | -8% | 5%[57.1 µM] | 5 | -0.2 | -1 | ?
CCCSc1ncc(Cl)c(C(=O)Nc2c(C(=O)Nc3ccccc3)oc3ccccc23)n1 | . | -0.2 | . | -10% | 3% | 8 | 0.4 | 1 | 10%
CCn1c(SCC(=O)Nc2ccccc2C(=O)OC)nnc1-c1ccoc1C | 18% | -1.4 | -19 | -11% | 4% | 5 | -1.5 | 8 | 8%
CC1=C(C#N)C(/C=N/OCc2ccc(Cl)cc2)CC(=O)N1 (configuration not stated) | 0% | 0.8 | -30 | -16% | 10%[57.1 µM] | -8 | 0.3 | -2 | 18%[57.1 µM]
Cc1nn(C(=O)CCC(=O)NCc2ccc(OC(C)C)cc2)c2ccccc12 | 0% | -0.4 | 12 | -26% | 0% | -1 | 0.0 | -3 | 10%
C[C@@H](C(=O)Nc1ccc2ccccc2c1)[C@@H]1C[C@@]1(C)[C@@H](NC(=O)OCc1ccccc1)c1ccccc1 | -6% | -0.1 | -14 | -19% | -2% | -2 | 1.7 | 4 | 19%
O=S(=O)(Nc1cccc(S(=O)(=O)N2CCCC2)c1)c1ccc(Cl)s1 | 11% | -0.6 | 0 | -4% | 4% | -1 | -0.4 | -2 | 7%
COc1ccc2c(c1)OC[C@H]1[C@H]2N2C(=O)CN(Cc3ccccc3)C(=O)[C@@]2(C)[C@H]1c1ccccc1 | 8% | . | . | -26% | 1% | . | . | -2 | 16%
CCc1ccc(C(=O)N2CCCN(C)CC2)s1 | -1% | -1.1 | -6 | -3% | 9%[57.1 µM] | 4 | 0.0 | 1 | 8%[57.1 µM]
CC1(C)CC(=O)c2cc(C(=O)Nc3ccc(Cl)cc3)c(=O)[nH]c2C1 | 30% | -0.1 | . | ? | 26% | -3 | 1.8 | 3 | 26%
COc1ccc(Cl)cc1NC(=O)Cn1c(=O)n(Cc2ccco2)c(=O)c2cccnc21 | -16% | . | . | -15% | -6% | 2 | 0.8 | 1 | -12%
O=C(/C=C/c1ccc([N+](=O)[O-])cc1)Nc1cccc(C(=O)Nc2ccccc2C(=O)O)c1 | 10% | -3.6 | 17 | ? | -16% | -2 | 0.3 | -9 | -18%
CCC(CC)c1nnc(NC(=O)c2nc3nc(C)cc(C)n3n2)s1 | -10% | 1.7 | 0 | 6% | -13% | 6 | 0.3 | 7 | -11%
O=C1/C(=C/c2ccncc2)SC(=S)N1C1CCCCC1 | 0% | -0.2 | -2 | -21% | -3% | -5 | 0.3 | 3 | -2%
O=C(CNC(=O)c1sc2ccccc2c1Cl)NCc1ccc(F)cc1 | 0% | -0.1 | 8 | -3% | -9%[57.1 µM] | 13 | -1.1 | -1 | 11%[57.1 µM]
O=C(CSc1nnc(CCc2nc3ccccc3[nH]2)n1-c1ccccc1)NCc1ccco1 | 21% | -0.3 | 13 | -6% | -4% | 1 | -0.3 | -2 | -14%

Bioassay records: PubChem, National Center for Advancing Translational Sciences (NCATS)
